# Bioassay records (PubChem BioAssay)
# Insulin prom inh: TRM-6 insulin promoter activity inhibition; TRM-6 cells (human fetal islet line), insulin promoter-eGFP reporter, imaging; reporter expression induced with tamoxifen; inhibition, % at 2 µM; 130,000 tested, 0.9% active;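 active means inhibition above the mean plus 3 SD, with well images judged a real hit on visual review, cut at about 60% in these data, passing the limit was not always enough; inconclusive means inhibition over the cutoff but images rejected on review; inactive means inhibition not above the cutoff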
# SDO1 yeast rescue: sdo1-depleted yeast growth rescue | S. cerevisiae sdo1-depleted JHY4D growth rescue, OD600 30 h; stronger effect = higher value; pdr5 snq2 efflux-pump mutant strain | z-score at 10 µM | 140,000 tested, 0.21% active | AID 817;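 active means z-score above 3 at both the 24 hr and the 30 hr optical density reads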;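 further: z-score against mean and SD of all compound wells on the same plate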
# SDO1 yeast rescue Rescue 24 h: second read-out of SDO1 yeast rescue, no call of its own (marks repeat the call); z-score; S. cerevisiae sdo1-depleted JHY4D growth rescue, OD600; measured here: growth rescue at 24 h;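 0 is the plate mean of compound wells and units are plate SD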
# * = called active by the depositor; i = inactive; ? = inconclusive; . = no result given. Some of the compounds tested; rates above refer to the full screens.
# Start of the data: the first 3 compounds, ahead of the listing:
SDO1 yeast rescue Rescue 24 h,SDO1 yeast rescue,Insulin prom inh,Compound
-0.89,-0.33,.,COc1ccc(-n2c(C)cc(C(=O)Cn3c(NCCO)nc4ccccc43)c2C)cc1
-0.04,0.34,-14.3,CC(=O)c1cc(F)c(N2CCCC2)cc1C
1.12,0.18,.,C=CCSC1=C(C#N)C2(CCCCC2)C(C#N)C(=O)N1 (configuration not stated)

# The whole of this part, previewed entries included:
SDO1 yeast rescue Rescue 24 h,SDO1 yeast rescue,Insulin prom inh,Compound
-0.89,-0.33,.,COc1ccc(-n2c(C)cc(C(=O)Cn3c(NCCO)nc4ccccc43)c2C)cc1
-0.04,0.34,-14.3,CC(=O)c1cc(F)c(N2CCCC2)cc1C
1.12,0.18,.,C=CCSC1=C(C#N)C2(CCCCC2)C(C#N)C(=O)N1 (configuration not stated)
.,.,33.3,COc1ccc(C(=O)N/N=C2\CCc3ccccc32)cc1OC
0.83,1.11,.,COc1ccc(-c2cn3ccsc3n2)cc1
-0.04,-0.97,-32.1,O=C1OCC(CO)(CO)N=C1NNc1cc(Cl)ccc1Cl
-0.57,-0.31,-12.1,Cc1cccc(Nc2nc(NC(C)C)nc(Oc3ccc(=O)n(C)n3)n2)c1
.,.,21.4,CC(=O)c1cc(-c2ccc(F)cc2)n(CCC(=O)Nc2cccnc2)c1C
0.7,1.53,7.1,CCc1nnc(NC(=O)CSc2nnc(Cc3ccccc3)o2)s1
-0.07,0.82,i,CCn1nccc1C(=O)Nc1ccc(Cl)cn1
0.26,0.37,-16.9,CS(=O)(=O)Nc1nnc(Cc2ccccc2)s1
-0.58,-0.17,43.8,COc1ccc(/C(C)=C(\C#N)C(=O)OC(C)C)cc1OC
0.06,-2.08,-5.5,O=C1N/C(=N\N=C\c2ccc3ncccc3c2)SC1Cc1ccc(SC(F)F)cc1 (configuration not stated)
0.11,0.72,-25.5,Cc1c(O)nc(SCC(=O)Nc2ccc3c4c(cccc24)CC3)n(-c2ccc(F)cc2)c1=O
-0.09,0.1,-10.7,CCC(=O)N1CCc2cc(S(=O)(=O)Nc3ccc4c(c3)OCCO4)ccc21
-0.16,0.16,-60.0,c1ccc2cc3[nH]c(CN4CCOCC4)nc3cc2c1
-1.36,-1.54,-123.3,Cc1cc(C)c(S(=O)(=O)Nc2ccc3c4c(cccc24)CC3)c(C)c1
0.14,-0.37,37.5,O=C1SCC(c2ccccc2)=NN1Cc1ccccc1
.,.,-20.0,COc1ccccc1NC(=O)Nc1cnccn1
-0.78,0.04,-9.7,CCCCCC(=O)NC(NC(=S)Nc1ccc(S(N)(=O)=O)cc1)C(Cl)(Cl)Cl (configuration not stated)
0.61,0.28,23.7,Cc1ccc(OC(C)c2nnc(N)s2)cc1Cl (configuration not stated)
0.82,0.86,10.7,Cc1ccc(C(C)n2cc(C(=O)NCc3cccnc3)nn2)cc1 (configuration not stated)
-1,0.35,25.0,CCN(C(=O)c1ccnn1C)c1ccccc1
-1.52,-1.77,-233.3,CCOc1cc(N(CC)CC)ccc1/C=C(/C#N)c1nc2ccccc2[nH]1

# Molecules listed so far that have two or more sulfur atoms, in the order listed:
SDO1 yeast rescue Rescue 24 h,SDO1 yeast rescue,Insulin prom inh,Compound
0.7,1.53,7.1,CCc1nnc(NC(=O)CSc2nnc(Cc3ccccc3)o2)s1
0.26,0.37,-16.9,CS(=O)(=O)Nc1nnc(Cc2ccccc2)s1
0.06,-2.08,-5.5,O=C1N/C(=N\N=C\c2ccc3ncccc3c2)SC1Cc1ccc(SC(F)F)cc1 (configuration not stated)
-0.78,0.04,-9.7,CCCCCC(=O)NC(NC(=S)Nc1ccc(S(N)(=O)=O)cc1)C(Cl)(Cl)Cl (configuration not stated)

# Other records follow:
SDO1 yeast rescue Rescue 24 h,SDO1 yeast rescue,Insulin prom inh,Compound
.,.,-21.9,CCC(=O)NNc1nc2c(F)cc(F)cc2s1
-0.26,0.26,.,NCCCSC1=NCCCN1
-1.54,-1.29,-10.0,Cc1ccccc1OCC(O)Cn1c2ccccc2c2ccccc21 (configuration not stated)
1.58,-0.5,7.1,C=CCn1c(N)c(C(=O)Nc2ccc(C)cc2)sc1=S
-0.1,0,-5.7,COc1ccc2nc(SCC(=O)NN)cc(C)c2c1
.,.,31.2,CCOC(=O)c1nn(-c2ccc(F)cc2)c(=O)c2c(N)scc12
.,.,14.3,O=C(Cn1cnc2cc([N+](=O)[O-])ccc2c1=O)Nc1cccc(S(=O)(=O)N2CCOCC2)c1
.,.,-34.9,CCOCCCNCc1cc(Cl)cc(Cl)c1OCC
.,.,13.0,OCC1(Cc2cccc(C(F)(F)F)c2)CCN(Cc2cc3ccccc3o2)CC1
-0.15,0.67,.,O=C(Cn1ncc2c(=O)oc3ccccc3c21)N1CCN(c2ccccn2)CC1
-0.32,-0.54,22.6,O=c1c2ccccc2c(-c2ccccc2)nn1Cc1ccccc1
0.26,0.68,31.2,CCOCCCNC(=O)C1CCN(S(=O)(=O)c2ccc(C)cc2)CC1
1.26,1.23,.,N#Cc1cnn(Cc2ccccc2)c1N
-0.51,-1.1,-9.5,c1cnc2ccc(C(c3nnnn3C3CCCC3)N3CCSCC3)cc2c1 (configuration not stated)
.,.,13.3,CCOCCCNC(=S)Nc1ccc2nc3n(c(=O)c2c1)CCCCC3
0.78,0.28,.,COc1cc(/C=N/NC(=O)CCn2c3ccccc3c3ccccc32)cc(OC)c1OC
2.07,2,35.5,CC(=O)C1=C(O)C(=O)N(CCc2c[nH]c3ccccc23)C1c1ccco1 (configuration not stated)
-0.35,-0.57,.,COc1cccc(-c2nn(-c3ccccc3)cc2C(=O)OCC(=O)Nc2ncc(Cl)cc2Cl)c1
.,.,-488.2,O=C(NC(Cc1c[nH]c2ccccc12)C(=O)N/N=C/c1cccnc1)c1cccs1 (configuration not stated)
-0.33,0.2,.,CN1CCN(C(=O)c2ccccc2NC(=O)Cc2ccccc2)CC1
-0.12,-0.57,-62.5,CCc1ccc(NC(=O)C(=O)NCCN2CCN(Cc3ccc([N+](=O)[O-])cc3)CC2)cc1
-0.11,-0.39,.,COc1ccc(-c2cc(-c3ccccc3)c(C#N)c(S(C)=O)n2)cc1 (configuration not stated)
1.22,1.49,17.9,CCc1cc2c(NCCC(=O)O)nc(C)nc2s1
.,.,11.8,CC(=O)Nc1ccc2nc(SCC(=O)NCCOc3ccccc3)sc2c1
-0.11,0.3,.,C=CCn1c(SCC(=O)N2CCN(c3ccc(F)cc3)CC2)nnc1-c1ccco1
-0.67,-1.2,.,O=C(NCc1ccco1)c1cc(-c2ccccc2)c(N2CCOCC2)s1
.,.,-25.0,CCOC(=O)C1C(=O)CC(C)(O)C(C(=O)OCC)C1c1ccc(NC(C)=O)cc1 (configuration not stated)
.,.,0.0,COc1ccc(NC(=O)N2CCCC(c3nc(-c4ccc(F)cc4)no3)C2)cc1 (configuration not stated)
-0.02,-0.76,-30.0,O=C(Cc1cccs1)N(Cc1cccs1)C1(C(=O)NC2CCCCC2)CCCCC1
-0.91,-1.04,.,Cc1cccc(NC(=S)c2nc3ccccc3s2)c1
.,.,-7.1,O=[N+]([O-])c1cccc(/C=N/Nc2ccccn2)c1
.,.,?,Cc1ccc(S(=O)(=O)N(CC(=O)O)c2ccc(Cl)c(C(F)(F)F)c2)cc1
-1.02,-0.86,14.3,CS(=O)(=O)c1ccc2nc(NC(=O)C3COc4ccccc4O3)sc2c1 (configuration not stated)
0.68,0.64,.,CN(C)C(=O)Cn1c(SCC(=O)N2CCCc3ccccc32)nc2ccccc21
-2.77,-2.07,0.0,Cc1cc(C)n(CC(=O)n2nc(C)cc2C)n1
1.39,0.03,.,O=S(=O)(c1cccc(-c2nnc(-c3ccc(Br)cc3)o2)c1)N1CCCCCC1
.,.,7.1,COc1ccc([N+](=O)[O-])cc1N(CC(=O)NC1CCCC1)S(C)(=O)=O
.,.,-10.5,O=C(NCc1ccco1)C1CCCN1C(=O)Nc1ccccc1Cl (configuration not stated)
-0.6,-0.67,29.7,COc1ccc2[nH]c(=O)c(CN(Cc3cccs3)C(=S)Nc3cccc(C)c3)cc2c1
0.26,0.84,4.5,CCOC(=O)C1=C(C)NC(=O)NC1c1cc(C)sc1C (configuration not stated)
.,.,7.1,CC(C)N(C(=S)Nc1cccc(C(F)(F)F)c1)C(C)c1ccccn1 (configuration not stated)
0.07,0.26,-13.2,CCc1c(C)sc(NC(=O)c2ccco2)c1C(=O)N1CCCCC1
-0.58,-0.17,-25.0,COc1cccc(N2C(=O)C(Cc3c[nH]c4ccccc34)NC2=S)c1 (configuration not stated)
-0.42,-0.57,-28.0,NC(=O)N/N=C\c1cc(Br)ccc1O
0.67,0.58,-50.0,Cc1cc(C)c2ccc(C)[n+]([O-])c2c1O
1.1,1.24,40.0,CCCn1c(NCc2ccc(C)o2)nc2ccccc21
-0.52,-1.54,.,CCCn1cc(S(=O)(=O)CC(=O)N2CCc3ccccc32)c2ccccc21
0.24,0.69,33.3,Cc1cccc(C(=O)NC(=S)N2CCN(c3ccc([N+](=O)[O-])cc3)CC2)c1
.,.,-6.7,CCc1nnc(NC(=O)CSc2nnc(CSc3nc(C)cc(C)n3)n2CC)s1
0.89,1.7,-78.6,COC(=O)CCCC[C@H]1SC[C@H]2NC(=O)N[C@]21O
.,.,-35.7,Cc1ccc(C(=O)Nc2cccnc2)cc1[N+](=O)[O-]
-0.04,0.04,-21.4,COc1ccccc1N1CCN(C2CCN(C(=O)c3cccc(F)c3)CC2)CC1
-0.89,-0.42,22.8,Cc1sc2nc(SCC(=O)NCCOCCO)n(C)c(=O)c2c1C
.,.,27.3,CCOc1ccc(CCNC(=O)c2cccc(C#N)c2)cc1OCC
-0.95,0.37,12.5,CC1=C(C(=O)OC2CCCCC2)C(c2cccnc2)n2ncnc2N1 (configuration not stated)
.,.,5.3,CCC(C(=O)O)P(=O)(c1ccc(Cl)cc1)c1ccc(Cl)cc1 (configuration not stated)

# (next part)
SDO1 yeast rescue Rescue 24 h,SDO1 yeast rescue,Insulin prom inh,Compound
.,.,-10.0,COc1ccc(C)cc1NC(=O)CN(c1ccc(C)cc1)S(C)(=O)=O
-0.11,0.68,11.1,Cc1ncc(CO)c(/C=N/NC(=O)c2ccc(O)cc2)c1O
-0.78,-1.11,-37.2,COC(=O)Cn1c(=O)c2c(nc(Br)n2Cc2ccccc2Cl)n(C)c1=O
-1.09,-0.97,-11.6,CCCOc1ccc(CC(=O)NNC(=S)Nc2ccccc2)cc1Br
-1.14,-1.19,22.2,COc1cc(S(=O)(=O)N(Cc2ccccn2)Cc2ccccc2Cl)ccc1-n1cnnn1
1.07,0.55,7.1,O=C(NCCCN1CCN(c2cccc(Cl)c2)CC1)c1nc(-c2ccncc2)no1
1.49,0.89,-174.3,CCOc1cccc(N2C(=O)CC(N3CCC(C(N)=O)(N4CCCCC4)CC3)C2=O)c1 (configuration not stated)
0.14,-0.47,28.6,O=C1c2cccc3c(N4CCOCC4)c([N+](=O)[O-])cc(c23)C(=O)N1c1cccc2ccccc12
1.38,1.11,.,CC(C)NC(=O)Cn1nnc(-c2cccc(NC(=O)c3ccccc3F)c2)n1
0.44,0.67,7.0,O=C(O)C1CCCCC1C(=O)NCCCn1ccnc1 (configuration not stated)
-0.79,0.47,-114.3,COc1cc(/C=N/Nc2nc3ccccc3o2)cc(OC)c1O
.,.,-56.2,O=C(CN(c1ccccc1Cl)S(=O)(=O)c1ccccc1)N/N=C/c1ccccc1C(=O)O
-0.44,-1.47,0.0,C/C(CCc1oc2c(Br)cc(Br)cc2c1-c1ccc(C)o1)=N\O
-1.12,-1.17,-55.9,Cc1ccc(S(=O)(=O)NNC(=O)Nc2ccc(Cl)cc2)cc1
1,-0.23,-60.9,COc1ccc(C)cc1-n1nnnc1SCC1CCCO1 (configuration not stated)
0.81,-0.76,-49.3,CCc1ccccc1N1CCN(S(=O)(=O)c2ccc(F)c(C)c2)CC1

# Three of the compounds above, with two lines to a compound:
# Values run as follows: SDO1 yeast rescue Rescue 24 h, SDO1 yeast rescue, Insulin prom inh
> CCOCCCNC(=O)C1CCN(S(=O)(=O)c2ccc(C)cc2)CC1
    0.26, 0.68, 31.2
> N#Cc1cnn(Cc2ccccc2)c1N
    1.26, 1.23, .
> c1cnc2ccc(C(c3nnnn3C3CCCC3)N3CCSCC3)cc2c1 (configuration not stated)
    -0.51, -1.1, -9.5

# (next part)
SDO1 yeast rescue Rescue 24 h,SDO1 yeast rescue,Insulin prom inh,Compound
-1.05,-0.36,14.3,O=C(CN(c1ccc(F)cc1)S(=O)(=O)c1ccc2c(c1)OCCO2)N1CCOCC1
-0.36,0.33,31.2,O=C(COC(=O)Cc1c[nH]c2ccccc12)Nc1ccccc1
-0.39,-0.09,43.8,Cc1nc(-c2ccc(NC(=O)c3cccs3)cc2)cs1
0.13,0.16,.,Cc1cc(/C(=N/O)C(C)(C)NO)ccc1Cl
0.43,0.74,-133.3,O=C(O)CCc1ccc(-c2cccs2)n1CC1CCCO1 (configuration not stated)
.,.,-41.7,O=C(Nc1cnc2ccccn2c1=O)c1ccc(Cl)cc1Cl
0.5,0.79,-10.8,Cc1cc(C=O)c(C)n1-c1sc2c(c1C(=O)O)CCCC2
-0.78,-0.7,13.3,CNC(=O)c1sc(N2N=C3/C(=C/c4ccccc4)CCCC3C2c2ccccc2)nc1C (configuration not stated)
-0.32,-0.69,11.4,Cc1ccc(N2CCN(S(=O)(=O)c3ccc(F)c(C)c3)CC2)c(C)c1
-0.57,0.09,0.0,CSc1snc(SCC(N)=O)c1C#N
0.63,1.05,0.0,CC1(C)Cc2nc(NCCCO)c(C#N)cc2CO1
0.97,0.05,2.6,O=C(Nc1ccc(Cl)cc1-c1nc2ccccc2s1)c1ccco1
1.87,1.89,57.1,Cc1cc(Nc2ccccc2F)n2ncnc2n1
-1.23,-1.3,-3.6,O=S(=O)(NCc1ccc(Cl)cc1)c1ccc(Cl)nc1
